Compound activity as filed in PubChem BioAssay.
PKA-R2B activ = activators of PKA-R2B holoenzyme, primary screen, biochemical, fluorescence polarization, Cy5-IP20, human; AID 504700, 2011; actives 0.079% (n = 340,000); cAMP-dependent protein kinase catalytic subunit beta (Homo sapiens) + cAMP-dependent …; PKA-R2B holoenzyme dissociation; R2B truncated from residue 108, S112A mutant; 0% DMSO only, 100% 113 µM cGMP; activation, % at 11.4 µM;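 active = activation above a cutoff set at the mean over all compounds plus 3 SD, cut at about 18% in these data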;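 note: higher means more holoenzyme dissociation and a rise in polarization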
NSD2 inh = NSD2 histone methyltransferase inhibitors, primary screen, biochemical, AlphaScreen, single concentration, set 2. Histone-lysine N-methyltransferase NSD2 (Homo sapiens), O96028. actives 0.54% (n = 310,000). inhibition, % at 12.5 µM. AID 743445, 2014. NSD2 peptide methylation, 120 min; in the data active = inhibition above about 50%
PKA-R1A act = activators of PKA-R1A holoenzyme, primary screen, biochemical, fluorescence polarization, Cy5-IP20, bovine R1A, mouse PKAc; cAMP-dependent protein kinase type I-alpha regulatory subunit (Bos taurus) + …; PKA-R1A dissociation; scaled: DMSO 0%, 113 µM cGMP 100%; activation, % at 11.4 µM; actives 0.083% (n = 340,000); AID 504707, 2011;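 active = percent activation above the mean of all tested compounds plus 3 SD, cut at about 19% in these data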;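 note: higher means more PKAc released from R1A so a rise in polarization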
MITF TRPM1 HTS = activators of MITF-driven TRPM1 promoter reporter, primary screen, cell-based, SK-MEL-5, luciferase, single point; SK-MEL-5 TRPM1-promoter luciferase, 24 h; % of positive control, neutral wells = 0; activation, % at 12.5 µM; actives 0.75% (n = 300,000); AID 588334, 2011;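 active = mean activation of at least 80% with every replicate also reaching 80%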;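 note: 0% = neutral control wells and 100% = parthenolide positive control wells; values of inactives mirror those of a sister screen read the other way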
Mot1-301 SUMO = yeast Mot1-301 growth rescue at high temperature, primary screen, SUMOylation pathway inhibitor project, S. cerevisiae, ATP luminescence, 38.5C; S. cerevisiae Mot1-301 growth rescue; percent above DMSO median, 100 means doubled; growth rescue, % at 18.8 µM; actives 1% (n = 320,000);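 active = every valid replicate shows activation above 250% relative to neutral control wells; inactive = the rest, any valid replicate at or below 250%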;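 note: OY570 slx delta 5 strain wells were the positive control but not used for scaling; some compounds called inactive have numbers as strong as hits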
CDK5 inh = inhibitors of human CDK5/p35 kinase, primary screen, biochemical, single concentration; Cyclin-dependent kinase 5 (Homo sapiens) + Cyclin-dependent kinase 5 activator 1 (Homo …; Recombinant CDK5/p35, ADP-Glo luminescence, 60 min; inhibition, % at 10 µM; actives 0.01% (n = 330,000); AID 488839, 2010;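 active = highest replicate inhibition of at least 50% and at least 75% of replicates reaching 50%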;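 note: plate controls were DMSO neutral control for no effect and GW8510 at 10 µM for full effect; many of its hits are not listed in these tables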
Target sequence (Q00535 whole entry, looked up): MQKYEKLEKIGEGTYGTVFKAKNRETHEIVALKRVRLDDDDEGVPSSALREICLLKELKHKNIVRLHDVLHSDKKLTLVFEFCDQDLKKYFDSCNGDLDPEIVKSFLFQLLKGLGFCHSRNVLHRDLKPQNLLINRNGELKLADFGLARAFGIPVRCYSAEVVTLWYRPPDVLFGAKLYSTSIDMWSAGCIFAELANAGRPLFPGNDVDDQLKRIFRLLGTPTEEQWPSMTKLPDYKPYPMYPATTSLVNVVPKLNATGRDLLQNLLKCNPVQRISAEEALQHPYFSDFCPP
Target sequence (Q15078 whole entry, looked up): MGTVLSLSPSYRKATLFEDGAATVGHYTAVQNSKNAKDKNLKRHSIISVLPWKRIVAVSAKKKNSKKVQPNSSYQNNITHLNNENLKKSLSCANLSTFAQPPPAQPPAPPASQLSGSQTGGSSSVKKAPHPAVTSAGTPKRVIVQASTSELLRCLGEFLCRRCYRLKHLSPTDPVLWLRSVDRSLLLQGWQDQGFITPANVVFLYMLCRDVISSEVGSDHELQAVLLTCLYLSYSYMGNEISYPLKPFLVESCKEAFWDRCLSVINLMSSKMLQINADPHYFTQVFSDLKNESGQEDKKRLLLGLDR
SR-BI DiI inh = inhibitors of SR-BI mediated HDL lipid uptake, primary screen, ldlA[mSR-BI] cells, fluorescence, single point; AID 488896, 2010; actives 0.96% (n = 320,000); ldlA[mSR-BI] CHO cells, DiI-HDL uptake fluorescence, 3 h; inhibition, % at 12.5 µM; Scavenger receptor class B member 1 (Mus musculus), Q61009;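 active = mean replicate inhibition of at least 70% and a set share of replicates each scoring 70 or more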;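 note: 0% = median of neutral control wells and 100% = median of positive control wells; values of inactives mirror those of a sister screen read the other way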
dFosB act = activators of delta FosB homodimer, primary screen, biochemical, fluorescence polarization, TAMRA-CDK5 oligo, single point. actives 0.99% (n = 340,000). Protein FosB (Mus musculus), P13346. purified delta FosB; percent of positive-control signal above neutral wells. AID 493131, 2011. activation, % at 25 µM;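 active = mean activation above about 17%, with every replicate also reaching it, limit read from the data, passing the limit was not always enough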;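 note: fluorescence polarization rise as delta FosB binds a TAMRA Cdk5 AP-1 oligo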
Target sequence (P13346 whole entry, looked up): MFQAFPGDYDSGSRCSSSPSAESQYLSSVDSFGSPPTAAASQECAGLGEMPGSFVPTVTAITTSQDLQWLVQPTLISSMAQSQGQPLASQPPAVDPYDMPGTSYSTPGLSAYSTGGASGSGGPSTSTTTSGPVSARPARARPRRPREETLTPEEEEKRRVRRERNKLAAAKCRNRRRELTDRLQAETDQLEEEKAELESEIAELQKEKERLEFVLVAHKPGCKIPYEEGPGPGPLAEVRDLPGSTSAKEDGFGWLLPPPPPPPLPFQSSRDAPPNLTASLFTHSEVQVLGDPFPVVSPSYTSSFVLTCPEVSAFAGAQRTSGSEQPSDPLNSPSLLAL
SR-BI uptake up = activators of SR-BI mediated DiI-HDL uptake, primary screen, ldlA[mSR-BI] CHO cells, DiI fluorescence | 3 h; 100 = double the neutral-control signal | actives 0.096% (n = 320,000) | activation, % at 12.5 µM;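 active = mean replicate activation of at least 60% and every replicate at or above 60%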;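 note: 0% = median plate neutral-control signal and 100% = twice that signal; values of inactives mirror those of a sister screen read the other way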
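System: LDL receptor-deficient CHO ldlA cells overexpressing murine SR-BI | Timing: 3 h uptake period with compound, 37 °C | Medium: HEPES-buffered (25 mM, pH 7.4) F12 plus 0.5% BSA | Dosing: Single-point compound dose | Signal: Bottom-read fluorescence, 550/595 nm | Read-out: Retained DiI signal reflecting DiI-HDL uptake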
Pemphigus Ab inh = inhibitors of pemphigus antibody binding to DSG3, primary screen, biochemical, bead-based, flow cytometry, scFv-GFP | actives 0.48% (n = 310,000) | DSG3-coupled beads, scFv-anti-DSG3-GFP binding; active compounds read low | Desmoglein-3 (Homo sapiens), P32926 | binding (percent of control), % at 10 µM;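 active = binding more than 3 SD below its plate's average and above zero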;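 note: hits lower antibody fragment binding to DSG3; some compounds called inactive have numbers as strong as hits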
Arr AP2 block = inhibitors of beta-arrestin/AP2 binding, primary screen, biochemical, GPCR trafficking, flow cytometry; beta-arrestin 1 C-terminal peptide binding to AP2 beta2-adaptin appendage (human); FITC-arrestin peptide / GST-AP2 beads; AP2 beta2 appendage carries R879A mutation; inhibition, % at 10 µM; actives 0.31% (n = 340,000);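 active = inhibition above a set limit, near 3 SD of compounds lacking own fluorescence, cut at about 54% in these data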;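 note: plate controls were DMSO wells for no effect and 5 µM unlabelled arrestin peptide for full effect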
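Material – GST-tagged AP2 beta2-adaptin appendage (R879A) on 4 µm glutathione beads · Probe or stimulus – fluorescein-tagged arrestin peptide at 50 nM final · Timing – 12 min plus 1 h, RT · Detection – bead flow cytometry, FITC channel · Read-out basis – inhibition as reduced fluorescein signal on beads, percent · Medium – PBS plus Tween 20 (0.05%) and BSA (0.1%)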
The depositor's hits bear a star; nt = not tested or not shown.

A first look (4 entries):
nr	Molecule	PKA-R2B activ	NSD2 inh	PKA-R1A act	MITF TRPM1 HTS	Mot1-301 SUMO	CDK5 inh
1	CCN(CC)S(=O)(=O)c1ccc(OC)c(NC(=O)c2cccc([N+](=O)[O-])c2C)c1	-3	12	-6	nt	-8	2.2
2	CCCCC(CC(O)COCCC)c1n[nH]c(=S)n1-c1ccccc1 (configuration not stated)	6	0	0	2	-3	-0.8
3	COc1ccccc1/C=N/N(C(C)=O)c1nc(-c2ccc(F)cc2)cs1	0	nt	-7	27	19	-5.8
4	CC(NC(=O)c1ccco1)C(=O)N1CC=C(c2ccccc2)CC1 (configuration not stated)	0	-3	-11	nt	-11	0.9

nr	SR-BI DiI inh	dFosB act	SR-BI uptake up	Pemphigus Ab inh	Arr AP2 block
1	50	-7	-50	76	4
2	8	-13	-8	96	-10
3	82*	-5	-82	111	-1
4	-27	-1	27	nt	43

Results, from the first entry:
nr	Molecule	PKA-R2B activ	NSD2 inh	PKA-R1A act	MITF TRPM1 HTS	Mot1-301 SUMO	CDK5 inh
1	CCN(CC)S(=O)(=O)c1ccc(OC)c(NC(=O)c2cccc([N+](=O)[O-])c2C)c1	-3	12	-6	nt	-8	2.2
2	CCCCC(CC(O)COCCC)c1n[nH]c(=S)n1-c1ccccc1 (configuration not stated)	6	0	0	2	-3	-0.8
3	COc1ccccc1/C=N/N(C(C)=O)c1nc(-c2ccc(F)cc2)cs1	0	nt	-7	27	19	-5.8
4	CC(NC(=O)c1ccco1)C(=O)N1CC=C(c2ccccc2)CC1 (configuration not stated)	0	-3	-11	nt	-11	0.9
5	Cc1nc(C)c(C(=O)N(c2ccc(C)c(C)c2)C(C(=O)NCc2ccco2)c2ccccc2)s1 (configuration not stated)	5	nt	0	10	9	-1.5
6	COC(=O)c1ccc(COc2nc(C)cc(C)c2C#N)o1	-3	-2	6	5	6	-1.9
7	COc1cc(C(=O)N/N=C/c2sc(=O)n(-c3ccccc3)c2Cl)cc(OC)c1OC	-8	0	-4	-1	-5	1.7
8	Nc1ncnc(N2CCOCC2)n1	5	-1	-2	-9	nt	-1.1
9	O=C1CCCN1S(=O)(=O)c1ccc(F)cc1	6	-2	-1	nt	10	0.3
10	Cc1ccccc1CNC(=O)CCc1ccccc1	nt	-3	nt	5	-8	-0.4
11	COc1ccccc1CCC(=O)Nc1ncc(C)s1	6	-3	2	20	-18	1.9
12	O=C(Nc1cccnc1)c1cc(F)c(F)cc1Cl	-7	4	-10	8	-1	1.3
13	COc1ccc(C(=O)c2ccccc2)cc1	8	nt	1	13	-3	0.5
14	O=C(CSc1nnc(-c2cccnc2)o1)OC1CCCCC1	-7	-6	-2	nt	-7	-0.3
15	S=C(NCc1ccc2c(c1)OCO2)NC1CCN(Cc2ccccc2)CC1	-2	3	-16	-8	20	0.7

nr	SR-BI DiI inh	dFosB act	SR-BI uptake up	Pemphigus Ab inh	Arr AP2 block
1	50	-7	-50	76	4
2	8	-13	-8	96	-10
3	82*	-5	-82	111	-1
4	-27	-1	27	nt	43
5	1	-11	-1	98	20
6	4	4	-4	97	-4
7	52	-7	-52	99	6
8	-20	-2	20	99	1
9	-18	-17	18	114	20
10	-5	0	5	103	-18
11	27	-1	-27	109	-1
12	-3	5	3	116	-11
13	-4	3	4	106	9
14	-5	-2	5	nt	-8
15	15	-7	-15	nt	-4

(cont.)
nr	Molecule	PKA-R2B activ	NSD2 inh	PKA-R1A act	MITF TRPM1 HTS	Mot1-301 SUMO	CDK5 inh
16	COc1cc(CC(=O)OCC(=O)NC2CCCCCC2)cc(OC)c1OC	5	-2	2	-11	-12	0.6
17	COc1cccc(C2=CC(=O)CCC2)c1	-3	nt	9	26	6	1.6
18	Cn1ccsc1=NC(=O)c1ccc(=O)[nH]c1	0	-1	2	-6	-21	1.9
19	CC1CCN(c2ccc(C(=O)OCC(=O)NCCN3C(=O)CSC3=O)cc2[N+](=O)[O-])CC1	-8	9	-7	-13	-27	0.9
20	CS(=O)(=O)Nc1ccc(C2=NN(S(=O)(=O)c3ccccc3)C(c3cccs3)C2)cc1 (configuration not stated)	-1	-1	0	12	3	0.0
21	O=C(O)c1cc(CN2CCOCC2)oc1-c1ccccc1	-7	5	0	nt	81	0.6
22	Cc1ccc(C)c(NC(=O)C(CC(=O)O)Cc2ccccc2)c1 (configuration not stated)	-13	2	-3	-1	-6	-0.7
23	COC(=O)c1cc2sc(Cl)cc2n1CC(=O)NCCC(C)C	-3	0	6	nt	0	0.3
24	Cc1ccc(C(=O)NNC(=O)c2ccccc2O)cc1S(=O)(=O)N1CCCCC1	6	1	2	-13	-3	-0.4
25	O=C(CSc1nc2[nH]ncc2c(=O)n1-c1ccccc1)NCCc1ccccc1	-11	-3	-2	-3	-13	-4.0
26	Cc1cc(-c2ccco2)c(C#N)c2nc3ccccc3n12	-5	-1	-7	-11	5	0.7
27	COc1cccc(CNC(=O)CCC2CCCN(C(=O)c3ccoc3)C2)c1 (configuration not stated)	-14	1	-17	-8	-14	-3.3
28	O=C(NC1CCCC1)c1cc(-c2ccccc2Cl)on1	2	-6	-9	61	5	1.2
29	Cc1ccn(CCC(=O)N2CCc3ccccc32)n1	-8	-8	-1	-1	3	0.8
30	CCC(CC)NC(=O)Cn1c(C(C)NC(C)=O)nc2ccccc21 (configuration not stated)	3	-2	3	-14	179	0.3

nr	SR-BI DiI inh	dFosB act	SR-BI uptake up	Pemphigus Ab inh	Arr AP2 block
16	-15	-1	15	89	6
17	-19	0	19	101	3
18	-41	-2	41	100	2
19	18	-20	-18	88	-8
20	5	6	-5	133	-2
21	-26	-8	26	nt	0
22	-11	-4	11	110	8
23	-14	4	14	nt	20
24	78*	-3	-78	100	4
25	-17	1	17	97	-4
26	10	-30	-10	132	-4
27	-19	-4	19	110	5
28	27	-3	-27	97	-8
29	-50	0	nt	101	-20
30	nt	-8	nt	93	24

Next part
nr	Molecule	PKA-R2B activ	NSD2 inh	PKA-R1A act	MITF TRPM1 HTS	Mot1-301 SUMO	CDK5 inh
31	CCOC(=O)C1(CCOc2ccccc2)CCN(Cc2ccc(OCCO)cc2)CC1	1	1	-8	-4	-12	-0.2
32	O=S(=O)(c1ccc(Br)cc1Cl)N1CCN(CCO)CC1	-1	-1	4	-3	20	-2.5
33	O=C(NC1CCCC1)c1ccc(CNc2c(N3CCOCC3)c(=O)c2=O)cc1	3	nt	-13	-5	532	0.4
34	Cc1cc(C)n(CC(=O)N/N=C/c2cccs2)n1	-8	-3	-1	30	546	1.4
35	O=C(COC(=O)CSc1ccc([N+](=O)[O-])cc1)NCc1ccco1	-10	1	1	0	69	1.1
36	COc1ccc(C(=O)O)cc1S(=O)(=O)Nc1cccc(C(F)(F)F)c1	10	10	2	-6	254	1.1
37	COc1ccc(-c2csc(/C(C#N)=C/Nc3cc4oc5ccccc5c4cc3OC)n2)cc1	2	0	0	3	3	0.0
38	O=c1c2ccsc2ncn1Cc1cccc(C(F)(F)F)c1	-7	19	-1	-6	-1	-0.3
39	O=C(NC1CC1)c1cccc(NC(=O)C2CCN(S(=O)(=O)c3cccc(C(F)(F)F)c3)CC2)c1	-17	-1	-13	-9	nt	0.8
40	COC(=O)CCn1nc(-c2ccc(C)cc2)c2ccccc2c1=O	3	-3	7	-1	1	0.0
41	Nc1ccn([C@H]2CC[C@@H](CO)O2)c(=O)n1	1	nt	8	-1	7	0.8
42	COC(=O)c1sc2nc3c(c(-c4cccs4)c2c1N)CCCC3	-10	-5	-12	9	-4	0.0
43	Cc1ccc(-c2nc3ncccc3o2)cc1NC(=O)c1ccc([N+](=O)[O-])o1	-17	2	-5	-81	-1	-1.0
44	CCS(=O)(=O)NC(C)C(c1cccs1)N1CCN(c2ccc(F)cc2)CC1 (configuration not stated)	11	nt	-5	11	-1	-1.3
45	C/C(=C1\SC(N2CCOCC2)=NC1=O)c1ccc(C)cc1	5	0	-5	-17	9	-1.3

nr	SR-BI DiI inh	dFosB act	SR-BI uptake up	Pemphigus Ab inh	Arr AP2 block
31	10	2	-10	110	27
32	-7	-12	7	103	5
33	nt	3	nt	101	15
34	-10	3	10	101	7
35	-7	-2	7	97	-5
36	-37	1	nt	107	18
37	16	1	-16	84	9
38	3	-3	-3	97	19
39	-16	-10	16	100	1
40	36	-9	-36	109	2
41	-13	0	13	109	3
42	45	0	-45	109	4
43	-7	3	7	86	17
44	-9	-8	9	97	20
45	-2	-7	2	95	4

Other results
nr	Molecule	PKA-R2B activ	NSD2 inh	PKA-R1A act	MITF TRPM1 HTS	Mot1-301 SUMO	CDK5 inh
46	C/C(=C\c1ccccc1)C(=O)Nc1ccc(S(=O)(=O)Nc2ncccn2)cc1	5	-3	-1	3	0	-0.1
47	CC(C)OC(=O)c1cc(-c2ccc(C=O)o2)ccc1Cl	-4	2	-5	3	5	0.1
48	O=C(CN1C(=O)NC2(CCc3ccccc32)C1=O)NCc1ccc(Cl)cc1 (configuration not stated)	-5	1	1	-8	8	0.7
49	COc1ccccc1CNC(=O)COC(=O)Cc1ccc(Br)cc1	-6	-2	1	-1	13	-0.3

nr	SR-BI DiI inh	dFosB act	SR-BI uptake up	Pemphigus Ab inh	Arr AP2 block
46	-7	-1	7	94	-7
47	7	-15	-7	nt	-3
48	-27	-2	27	nt	11
49	-8	-1	8	94	35

Not a hit list (roughly 4.7% active in at least one column).
